TDP-43 yeast inh – inhibitors of TDP-43 toxicity in yeast; AID 652104; TDP-43 expressing yeast growth rescue, BacTiter-Glo, 24 h; 1.8% of 410,000 active; Potency, µM (top dose mostly 46.1 µM), without a hit: at the highest dose growth rescue (activation), actives largely listed as activators; also: potency is read from the fitted curve at half-maximal effect; % of control where 0% means no effect; nearly all actives have a fitted effect of over 50% in size
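Yeast expressing TDP-43 (pregrown in raffinose, seeded at OD600=0.02 in galactose medium) exposed to compounds 24 hr at 30 deg C. Growth read by BacTiter-Glo luminescence; rescue of toxicity appears as increased signal.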
PTHR1 agonist – activates the human parathyroid hormone receptor PTHR1; Q03431; HEK293 GP2 PTHR1 cells, GloSensor cAMP luminescence, 1 h; Potency, µM (doses to about 115 µM), without a hit: top-dose activation, usual class: activators; 0.075% of 410,000 active; also: potency is read from the fitted curve at half-maximal effect; nearly all actives have a fitted effect of over 55% in size; some results filed as inactive show a strong effect at the top dose; inactives centre near -15; many of its hits are not listed in these tables
Target sequence (Q03431 whole entry, looked up): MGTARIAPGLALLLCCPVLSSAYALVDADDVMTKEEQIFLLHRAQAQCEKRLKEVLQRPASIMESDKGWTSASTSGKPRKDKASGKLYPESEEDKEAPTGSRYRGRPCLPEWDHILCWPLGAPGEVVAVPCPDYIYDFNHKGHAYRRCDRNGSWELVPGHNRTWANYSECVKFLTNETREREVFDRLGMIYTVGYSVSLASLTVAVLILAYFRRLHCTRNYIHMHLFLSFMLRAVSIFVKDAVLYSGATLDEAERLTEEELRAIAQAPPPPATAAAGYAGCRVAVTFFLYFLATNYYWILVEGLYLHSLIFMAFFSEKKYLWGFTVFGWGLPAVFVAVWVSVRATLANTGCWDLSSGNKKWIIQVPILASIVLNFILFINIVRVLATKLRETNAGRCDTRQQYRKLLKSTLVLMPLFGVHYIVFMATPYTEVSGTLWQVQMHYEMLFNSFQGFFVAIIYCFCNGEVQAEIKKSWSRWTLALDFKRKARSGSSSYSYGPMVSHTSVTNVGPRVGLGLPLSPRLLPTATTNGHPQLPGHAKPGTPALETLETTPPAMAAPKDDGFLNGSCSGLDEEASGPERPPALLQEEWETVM
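HEK-293-derived GP2 cells expressing PTHR1 and a GloSensor cAMP reporter, 3,000/well, plated overnight, given luciferin plus IBMX (each 0.5 mM as added) for 1 h at 37 °C, then compound for 1 h at 37 °C. Luminescence was read after 15 min at room temperature.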
HEK293 tox – cytotoxic in the GLP-1 receptor inverse agonist counter-screen. HEK293 cAMP-luciferase reporter cells, luminescence, 24 h. Potency, µM (titrated, usually from 38.3 µM), for the others: at the highest dose activity change, negative = inhibition, most hits filed as inhibitors. 0.13% of 410,000 active;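 also: loss of luciferase light is scored as toxicity; potency is read from the fitted curve at half-maximal effect; % is scaled to controls: 0 for no effect and ±100 for the full control effect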
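Compound-treated cells are incubated 24 hr at 37 deg C under 5% CO2 after a 12 hour attachment period, then luciferase detection reagent is added and luminescence is measured following 12 min at room temperature; lowered signal indicates toxicity.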
Mm-Cpn inhibitor – blocks the Methanococcus maripaludis chaperonin Mm-Cpn | purified Mm-Cpn ATPase, ADP Transcreener TR-FRET | Potency, µM (highest dose often 76.9 µM), without a hit: at the highest dose activity, negative = inhibition, hits mostly inhibitors | 0.031% of 330,000 active | AID 504842; also: potency is read from the fitted curve at half-maximal effect; % is scaled to controls: 0 for no effect and ±100 for the full control effect; nearly all actives have a fitted effect of over 80% in size
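ATPase read-out: TR-FRET ADP immunoassay (anti-ADP Eu cryptate vs ADP-d2), ex 320 nm, em 590/665 nm; signal drops as ADP forms. Enzyme 25 nM, ATP 10 uM, 30 min at 37°C after 10 min compound preincubation.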
pAkt inh – inhibitors of Akt phosphorylation; Neuro2A IGF-stimulated pAkt S473 HTRF, 20 min; stronger effect = lower value; activity change, % for hits at 50 µM; 0.32% of 360,000 active; in the data active = activity change below about -80%; inconclusive = mostly about -51% to -80%; also: % is scaled to controls: 0 for no effect and ±100 for the full control effect
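Single-point screen (50 µM final compound) in Neuro2A cells stimulated 20 min with 6 nM IGF at 37 deg C. After lysis, Ser473-phosphorylated Akt read by HTRF (ex 330 nm, em 615/665 nm) as the 665/615 ratio.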
aSyn rescue – rescues yeast growth from alpha-synuclein toxicity | Yeast expressing alpha-synuclein, growth rescue, BacTiter-Glo, 24 h | Potency, µM (doses to about 46.1 µM), without a hit: top-dose growth rescue (activation), actives largely listed as activators | 0.14% of 370,000 active; also: potency is read from the fitted curve at half-maximal effect; % of control where 0% means no effect; nearly all actives have a fitted effect of over 65% in size
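Galactose-induced alpha-syn yeast (OD600=0.02, raffinose-pregrown) + pinned cpd, 24 hr, 30 deg C; growth by BacTiter-Glo luminescence. Growth restoration scores as activation.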
GLP1R inv ag – acts as inverse agonist at human GLP-1 receptor | P43220 | HEK293 GLP-1R CRE-luciferase, luminescence, 24 h; GLP-1R form is constitutively active | Potency, µM (top dose mostly 38.3 µM), for the others: at the top dose activity change, negative = inhibition, most hits filed as inhibitors | 1.6% of 410,000 active; also: potency is read from the fitted curve at half-maximal effect; % is scaled to controls: 0 for no effect and ±100 for the full control effect; nearly all actives have a fitted effect of over 55% in size
Target sequence (P43220 whole entry, looked up): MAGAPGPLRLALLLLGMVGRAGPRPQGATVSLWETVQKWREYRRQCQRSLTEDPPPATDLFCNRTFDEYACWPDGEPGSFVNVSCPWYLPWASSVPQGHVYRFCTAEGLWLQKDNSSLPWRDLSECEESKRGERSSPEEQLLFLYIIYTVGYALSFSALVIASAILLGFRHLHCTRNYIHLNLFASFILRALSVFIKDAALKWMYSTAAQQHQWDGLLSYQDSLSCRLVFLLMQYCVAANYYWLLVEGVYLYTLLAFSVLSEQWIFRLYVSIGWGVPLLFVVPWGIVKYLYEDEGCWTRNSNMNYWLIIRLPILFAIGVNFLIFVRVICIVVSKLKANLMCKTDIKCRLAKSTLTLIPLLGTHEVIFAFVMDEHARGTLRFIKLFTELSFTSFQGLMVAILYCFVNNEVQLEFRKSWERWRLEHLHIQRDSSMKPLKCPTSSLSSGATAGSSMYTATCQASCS
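Assay principle: reduced luminescence from a cAMP-responsive reporter in HEK293 cells co-expressing a constitutively active GLP-1R. Conditions: 24 hr compound incubation, 37 deg C, 5% CO2.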
FUS suppressor – rescues growth of FUS-expressing yeast | AID 1347120 | S. cerevisiae FUS-expressing, growth rescue, OD600, 24 h | Potency, µM (titrated, usually from 76.6 µM), for the others: top-dose growth rescue (activation), usual class: activators | 0.24% of 390,000 active;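 also: potency is read from the fitted curve at half-maximal effect; plate controls were DMSO vehicle for no effect and reference control for full effect; nearly all actives have a fitted effect of over 55% in size; some results filed as inactive show a strong effect at the top dose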
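Galactose (2%) drives FUS expression in yeast precultured in raffinose; seeding density OD 0.005. Test compounds incubated 24hr at 30C and 99% humidity before absorbance at 600 nm was measured.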
Abeta yeast res – restores growth of yeast expressing A-beta42 peptide | yeast expressing A-beta42, growth rescue, OD600, 48 h; response scale: 0% DMSO, 100% iron-clioquinol control | Potency, µM (doses to about 46.1 µM), for inactives: top-dose growth rescue, most hits filed as activators | 0.063% of 410,000 active | AID 1347071; also: potency is read from the fitted curve at half-maximal effect; nearly all actives have a fitted effect of over 55% in size
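Yeast A-beta toxicity model in growth medium with pinned compounds, 48 h at 30 C; growth read as absorbance at 600 nm. Normalized to FeCl3/clioquinol equimolar mix (positive) and DMSO (negative).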
* = called active by the depositor; i = inactive; u = inconclusive; x = no result given; [ ] = remark or other dose. Unless noted, calls follow the shape of the dose curve; as a rule, active = well fitted curve in the direction sought with a large enough effect; inconclusive = small, poorly fitted or top-dose-only effect, or another doubt; inactive = no such curve, though single readings can be large; an effect the other way counts as inactive or inconclusive. An excerpt; rates above refer to the full screens.

molecule,TDP-43 yeast inh,PTHR1 agonist,HEK293 tox,Mm-Cpn inhibitor,pAkt inh,aSyn rescue,GLP1R inv ag,FUS suppressor,Abeta yeast res
Cc1ccsc1C(=O)N1CCC1(C)C(=O)NCc1cccc2ccccc12 (stereo not given),u,-20%,1%,x,i,u,-8%,28%,-14%
CCCCn1c(SCC(=O)NCc2ccco2)nc2ccc(N3CCOCC3)cc2c1=O,-5%,i,-6%,-4%,i,3%,0%,22%,3%
COc1ccc(NC(=S)NC(=O)c2cc3ccccc3o2)c(OC)c1,u,i,8%,1%,i,1%,14%,x,7%
CCn1cc(-c2cc(C(=O)O)on2)c(C)n1,-15%,i,-9%,-3%,i,1%,13%,21%,0%
O=C(NCC1CCCCC1)c1cccc(S(=O)(=O)N2CCCC2)c1,-7%,-16%,18%,1%,i,1%,-6%,x,4%
CC(C)CN1CCC(=O)N(CCSc2ccccc2)CC1,3%,-4%,17%,1%,i,0%,u,-13%,2%
COc1ccccc1NC(=O)Cn1c(=O)c(CNc2ccccc2)cc2cc(OC)c(OC)cc21,16%,-7%,-3%,x,x,x,6%,4%,-1%
CC(C)(C)OC(=O)NCCCCc1cn(CC(=O)N2CCN(C(=O)OC(C)(C)C)CC2)nn1,9%,i,11%,x,i,-3%,14%,10%,7%
CCOC(=O)c1c(NC(=O)COC(=O)c2nc(Cl)ccc2Cl)sc(C(=O)N(C)C)c1C,0%,-8%,13%,-1%,i,-3%,17%,18%,4%
CC(C(=O)Nc1ccc2c(c1)OCCO2)N(c1ccccc1)S(C)(=O)=O (stereo not given),-15%,i,-7%,1%,i,-4%,-8%,8%,17%
CCCC1=NN(c2ccc([N+](=O)[O-])cc2)C(=O)/C1=C/N(C)C,9%,i,1%,0%,i,-8%,8%,-9%,-13%
COc1cc(/C=C(\C#N)C(=O)NC2CCCCC2)ccc1OCc1ccc(C(=O)O)cc1,-7%,-29%,-10%,3%,i,2%,17%,27%,6%
O=C1NC(=S)SC1=Cc1ccc2c(c1)OCO2,-21%,-9%,-5%,x,i,-6%,1%,-14%,0%
O=C(CCC(=O)OCC(=O)c1cccc([N+](=O)[O-])c1)NC1CCCCC1,2%,i,6%,-16%,i,-2%,10%,7%,-7%
COc1ccc(OC)c(/C=N/NC(=O)C(=O)N/N=C/c2cc(OC)ccc2OC)c1,-14%,i,1%,x,i,1%,14%,-12%,-1%
N#CCCC(CCC#N)(CCC#N)c1cc[n+](CCc2ccccn2)cc1,3%,i,5%,-17%,i,-9%,18%,-17%,0%
Cc1ccc(NC(=O)/C(C#N)=C/c2cc(C)n(-c3ccc(Br)cc3)c2C)cc1C,4µM*,-44%[inhibitor],-16%,x,x,x,u,u,-18%
COC(=O)c1cnc(N2CCCN(S(=O)(=O)c3ccccc3)CC2)nc1C(F)(F)F,u,-9%,-21%,1%,i,2%,17%,17%,2%
CCSc1c([N+](=O)[O-])c(=O)n(-c2ccccc2)c2ccccc12,10%,-27%,11%,x,i,6%,-12%,3%,4%
CCC(=O)N1CCc2cc(Br)cc(S(=O)(=O)CCC(=O)N3CCN(c4cccc(C)c4)C(C)C3)c21 (stereo not given),6%,-1%,0%,x,x,x,-19%,u,-4%

Single records, as listed above. Screens in order: TDP-43 yeast inh	PTHR1 agonist	HEK293 tox	Mm-Cpn inhibitor	pAkt inh	aSyn rescue	GLP1R inv ag	FUS suppressor	Abeta yeast res
`O=C1NC(=S)SC1=Cc1ccc2c(c1)OCO2` is entered as -21%	-9%	-5%	x	i	-6%	1%	-14%	0%
`O=C(CCC(=O)OCC(=O)c1cccc([N+](=O)[O-])c1)NC1CCCCC1` is entered as 2%	i	6%	-16%	i	-2%	10%	7%	-7%

The results go on.
molecule,TDP-43 yeast inh,PTHR1 agonist,HEK293 tox,Mm-Cpn inhibitor,pAkt inh,aSyn rescue,GLP1R inv ag,FUS suppressor,Abeta yeast res
O=C(COc1ccc(Cl)cc1Cl)Nc1ccccc1NS(=O)(=O)c1cccs1,-10%[0.397 µM],-13%,-13%,-1%,i,0%,-7%,-3%,1%
CN(CC(=O)OCC(=O)NC(=O)c1cccn1C)S(=O)(=O)c1ccc(Cl)cc1,15%,-14%,4%,0%,i,2%,13%,2%,18%
COc1cccc(/C=N/Nc2nnc3c(n2)[nH]c2ccccc23)c1OC,0%,i,-9%,1%,i,0%,17%,14%,8%
O=C(COC(=O)c1n[nH]c2ccccc12)NC(=O)NC1CCCC1,-2%,-4%[57.5 µM],-11%,0%,i,-1%,4%,14%,0%
C=CCNC(=O)CNS(=O)(=O)c1ccc(F)cc1,-1%,-8%[57.5 µM],-20%,0%,i,-1%,-4%,-22%,-12%
Cn1c(Cc2ccccc2)nnc1SCC(=O)Nc1cccc(S(=O)(=O)NC2=NCCCCC2)c1,-7%,-23%,-2%[7.66 µM],-23%,i,4%,-1%[7.66 µM],9%,-13%
Fc1ccc(Cn2cnc3ccccc32)cc1,12%,-22%,1%,0%,i,0%,u,-14%,15%
O=C(c1ccco1)N1CCN(Cc2nnc(-c3cccc(Br)c3)o2)CC1,-9%,-3%,-12%,2%,i,5%,-7%,-18%,-26%
COc1ccc(C(=O)N/C(=C\c2cn(C)c3ccccc23)C(=O)OCCN(C)C)cc1,-15%,-14%,2%,1%,i,3%,u,-4%,2%
Cc1cccc(NC(=S)NC(=O)c2cccs2)n1,14%,i,u,0%,x,-7%,10µM*,-2%,-4%
Cc1cc(C)n(-c2ccc(C(=O)N3CCN(S(=O)(=O)c4cccc(Br)c4)CC3)cc2)n1,25%,-51%[inhibitor],0%,x,i,u,u,37%,17%
CC(NC(=O)Nc1ncccn1)(C(F)(F)F)C(F)(F)F,-5%,20%[57.5 µM],-13%,0%,i,-11%,-4%,3%,4%
Cc1ccc(OCCCC(=O)NNC(=O)c2ccncc2)cc1,6%,-21%,6%,-8%,i,4%,11%,-1%,-6%
Cc1ccc(C(=O)N2CCN(S(=O)(=O)c3ccccc3[N+](=O)[O-])CC2)o1,6%,i,2%,-1%,i,-1%,-7%,-6%,-8%
CC[C@@H](C)[C@@H]1CN([C@@H](CN2CCC[C@H]2CN2C(N)=NC[C@H]2CC(C)C)C(C)C)C(=N)N1CCCC1CCCC1,19%,-13%,-11%,1%,i,6%,-5%,3%,-6%
ON1C(c2ccc(Cl)cc2Cl)N(O)[C@H]2CCCC[C@H]21 (stereo not given in full),13%,i,31%[activator],-1%,i,-1%,-23%,-11%,-21%
CCCC(=O)NCCc1cc2ccc(OC)cc2[nH]c1=O,-19%,i,4%,1%,i,3%,6%,9%,4%
CC1CCN(C(=O)Cn2cc(SCC(=O)NCc3ccccc3Cl)c3ccccc32)CC1,23%,-84%[inhibitor],-24%,x,x,x,10µM*,17%,-5%
N#Cc1nc(COc2ccccc2Cl)oc1NCCc1ccccc1,-10%,i,-5%,x,x,x,u,14%,-13%
O=C(O)c1ccc(N2C(=O)CC(N3CCC(c4nc5ccccc5[nH]4)CC3)C2=O)cc1 (stereo not given),u,i,-1%,1%,i,0%,4%,10%,1%
COC(=O)c1cc(Cl)c(NC(=O)/C=C/c2ccc(OC)c(OC)c2)cc1OC,5%,-23%,26%,-4%,i,1%,0%,29%,1%
COC(=O)c1cccc(CSc2nc(-c3ccccc3)c(C#N)c(=O)[nH]2)c1,9%,i,0%,-7%,i,-12%,-11%,-3%,19%
CC(=O)Nc1cc(C(C)C)c(O)c(C(C)C)c1,0%,-23%[57.5 µM],12%,-2%,i,0%,9%,-9%,-6%
CCN(CC)CCCNC(=S)N(CCO)Cc1cc2cc3c(cc2[nH]c1=O)OCO3,-1%,u,2%,-2%,i,-6%,-8%,-1%,-3%

Some of the entries so far, as labelled records:
CCCCn1c(SCC(=O)NCc2ccco2)nc2ccc(N3CCOCC3)cc2c1=O
  TDP-43 yeast inh: -5%
  PTHR1 agonist: i
  HEK293 tox: -6%
  Mm-Cpn inhibitor: -4%
  pAkt inh: i
  aSyn rescue: 3%
  GLP1R inv ag: 0%
  FUS suppressor: 22%
  Abeta yeast res: 3%
CCC(=O)N1CCc2cc(Br)cc(S(=O)(=O)CCC(=O)N3CCN(c4cccc(C)c4)C(C)C3)c21 (stereo not given)
  TDP-43 yeast inh: 6%
  PTHR1 agonist: -1%
  HEK293 tox: 0%
  Mm-Cpn inhibitor: x
  pAkt inh: x
  aSyn rescue: x
  GLP1R inv ag: -19%
  FUS suppressor: u
  Abeta yeast res: -4%
CCn1cc(-c2cc(C(=O)O)on2)c(C)n1
  TDP-43 yeast inh: -15%
  PTHR1 agonist: i
  HEK293 tox: -9%
  Mm-Cpn inhibitor: -3%
  pAkt inh: i
  aSyn rescue: 1%
  GLP1R inv ag: 13%
  FUS suppressor: 21%
  Abeta yeast res: 0%
Cc1cccc(NC(=S)NC(=O)c2cccs2)n1
  TDP-43 yeast inh: 14%
  PTHR1 agonist: i
  HEK293 tox: u
  Mm-Cpn inhibitor: 0%
  pAkt inh: x
  aSyn rescue: -7%
  GLP1R inv ag: 10µM*
  FUS suppressor: -2%
  Abeta yeast res: -4%

Bioassay records: PubChem BioAssay, National Center for Advancing Translational Sciences (NCATS)
